TAAR1 antag: human TAAR1 antagonism; Q96RJ0; CHO RD-HGA16 TAAR1, Fluo-8 calcium fluorescence, antagonist; inhibition, % at 3 µM; 360,000 compounds, 1.5% hits; AID 624466;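 active = inhibition above a per-plate cutoff, the mean inhibition of test compounds on that plate plus 3 SD, cut at about 49% in these data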;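 note: 0% = DMSO plus EC80 beta-PEA response and 100% = DMSO alone without agonist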
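Material: RD-HGA16 CHO cells with stable hTAAR1 and Gα16; Dosing: single nominal final test compound concentration of 3 µM; Schedule: seeding 17-24 h prior, 75-min 37 °C, 30-min RT dye loading; Detection: kinetic Fluo-8 calcium fluorescence measurement; Measure: % inhibition from peak post-agonist over basal fluorescence ratio; Benchmarks: vehicle and agonist controls.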
M1 ag parental: counter-screen for M1 agonists: effect in parental CHO-K1 cells; Fluo-8 calcium fluorescence; scaled to maximal ATP response, vehicle zero; activation, % at 3 µM; 360,000 compounds, 0.48% hits; AID 602248; in the data active = activation above about 15%;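 note: untransfected CHO-K1 host cells lacking M1 receptor as counterscreen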
V1R ag counter: V1a receptor agonism, counter-screen for OXTR agonists; AID 2797; activation, % at 3 µM; 320,000 compounds, 0.25% hits; CHO-V1R cells, Fluo-8 calcium fluorescence, agonist mode; 0% DMSO, 100% 3 nM vasopressin;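 active = activation above the mean activation of all tested compounds plus 3 SD, per screening run, cut at about 20% in these data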;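 note: signal is peak over basal fluorescence ratio across a 100 second FLIPR read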
Target sequence (P37288 whole entry, looked up): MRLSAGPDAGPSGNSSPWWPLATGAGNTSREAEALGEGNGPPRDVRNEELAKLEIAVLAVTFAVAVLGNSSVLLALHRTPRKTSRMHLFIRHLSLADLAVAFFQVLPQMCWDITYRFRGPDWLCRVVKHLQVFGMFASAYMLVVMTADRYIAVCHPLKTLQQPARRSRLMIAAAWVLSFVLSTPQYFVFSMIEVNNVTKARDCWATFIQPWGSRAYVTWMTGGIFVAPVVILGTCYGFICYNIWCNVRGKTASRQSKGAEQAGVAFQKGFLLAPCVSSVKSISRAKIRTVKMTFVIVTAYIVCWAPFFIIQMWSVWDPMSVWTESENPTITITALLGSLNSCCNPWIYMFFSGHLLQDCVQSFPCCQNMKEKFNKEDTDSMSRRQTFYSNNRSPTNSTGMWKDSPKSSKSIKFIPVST
CHO-K1 Ca PAM: nonselective activator or artifact in parental CHO-K1 calcium assay; ATP EC20, Fluo-8 calcium fluorescence; 0% at ATP EC20, 100% at ATP max; activation, % at 3 µM; 360,000 compounds, 0.02% hits;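 active = activation above the run cutoff, the mean activation of all test compounds plus 3 SD, cut at about 40% in these data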;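 note: peak over basal fluorescence ratio in a 140 s read after ATP addition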
CHO-K1 Ca antag: M1 antagonist counterscreen hit in parental CHO-K1 cells; 360,000 compounds, 0.6% hits; inhibition, % at 3 µM; ATP-induced calcium, Fluo-8 fluorescence;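 active = inhibition above a per-plate cutoff, the plate's mean sample inhibition plus 3 SD, cut at about 24% in these data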;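 note: 0% = DMSO plus EC80 ATP and 100% = DMSO alone without ATP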
CHO parental Ca: counter-screen: ATP calcium response change in parental CHO cells. AID 463079. 330,000 compounds, 0.63% hits. parental CHO-K1, ATP-induced calcium, Fluo-8 fluorescence. inhibition, % at 5.6 µM;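 active = inhibition above that plate's mean sample inhibition plus 3 SD, cut at about 26% in these data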;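 note: 0% = ATP-challenged DMSO wells and 100% = DMSO wells without ATP; some compounds past the cut are filed as inactive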
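Assay system: parental CHO cells; Read-out basis: percent inhibition of ATP-evoked calcium rise, normalized to controls; Benchmarks: ATP and no-ATP DMSO wells; Compound dosing: single nominal dose of 5.6 µM per compound; Signal: Fluo-8 calcium dye fluorescence; Also added: ATP as calcium-mobilizing challenge; Repeats: singlicate.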
OXTR ag: activates the human oxytocin receptor; CHO-OTR cells, Fluo-8 calcium fluorescence; normalized: DMSO 0%, oxytocin 100%; AID 2435; activation, % at 3 µM; P30559; 320,000 compounds, 0.32% hits;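 active = activation above the mean of all tested compounds plus 3 SD, cutoff set per screening run, cut at about 20% in these data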;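 note: peak over basal fluorescence ratio from a 100 s FLIPR kinetic read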
Target sequence (P30559 whole entry, looked up): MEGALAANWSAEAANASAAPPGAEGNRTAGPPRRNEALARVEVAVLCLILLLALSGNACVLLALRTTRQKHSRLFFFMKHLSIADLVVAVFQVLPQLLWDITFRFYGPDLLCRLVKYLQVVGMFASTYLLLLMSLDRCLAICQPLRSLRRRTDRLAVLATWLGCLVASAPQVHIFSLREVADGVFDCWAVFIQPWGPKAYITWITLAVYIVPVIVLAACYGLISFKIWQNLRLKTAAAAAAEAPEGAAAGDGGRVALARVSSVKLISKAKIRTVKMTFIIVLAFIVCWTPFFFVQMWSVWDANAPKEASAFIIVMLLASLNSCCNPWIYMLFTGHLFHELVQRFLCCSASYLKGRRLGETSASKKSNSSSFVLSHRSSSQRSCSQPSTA
GPR7 antagonist: blocks human GPR7 receptor signaling; GPR7-expressing cells, fluorescence antagonist assay; inhibition, % at 4.4 µM; 290,000 compounds, 1.1% hits; AID 1861; in the data active = inhibition above about 16%, passing the limit was not always enough;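 note: cells stimulated with the agonist NPW; 0% = agonist with vehicle and 100% = vehicle without agonist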
OXTR potentiator: human OXTR potentiation; P30559; CHO-OTR cells, Fluo-8 calcium fluorescence, potentiator mode; 0% = oxytocin EC15, 100% = EC100; activation, % at 3 µM; 320,000 compounds, 0.061% hits; AID 2445;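 active = activation above that plate's cutoff, the mean activation of tested compounds plus 3 SD, cut at about 6.6% in these data, passing the limit was not always enough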;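 note: 100% uses oxytocin at 75 nM as the full agonist control; some results filed as inactive read as strong as hits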
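Material: human OTR in CHO cells. Compound: 3.0 µM, one dose. Timing: compound 6 min at room temperature before oxytocin, 100 s read. Evaluation: % activation of max/min ratio relative to oxytocin controls. Replication: single well per compound, singlicate. Signal: Fluo-8 calcium dye fluorescence.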
Starred values were filed as active, the others as inactive.

Preview (7 entries):
CC(N=C1NS(=O)(=O)c2ccccc21)C(=O)NCc1ccc2c(c1)OCO2 (stereo not drawn) was read as TAAR1 antag -8, M1 ag parental 0.5, V1R ag counter 1.4, CHO-K1 Ca PAM 17, CHO-K1 Ca antag -12, CHO parental Ca -6, OXTR ag 0.2, GPR7 antagonist -3 and OXTR potentiator -5.
Screening C#CCOCCOCCOCCNc1nc(N2CCN(C(=O)[C@H](CCCCN)n3cc(CCC(=O)O)nn3)CC2)nc(N2CCN(C(=O)[C@H](CCCCN)n3cc(CC(C)O)nn3)CC2)n1 (stereo partly drawn) returned TAAR1 antag -1, M1 ag parental 4.0, V1R ag counter 0.1, CHO-K1 Ca PAM -4, CHO-K1 Ca antag -9, CHO parental Ca -7, OXTR ag 1.5 and OXTR potentiator -3.
CCN(CC)CCCNC(=O)c1[nH]c(C)c(C(=O)NC2CCCCC2)c1C was read as TAAR1 antag 8, M1 ag parental -0.5, V1R ag counter -0.1, CHO-K1 Ca PAM -1, CHO-K1 Ca antag 16, CHO parental Ca -7, OXTR ag -0.6, GPR7 antagonist 1 and OXTR potentiator -9.
Screening CCN1CCN(c2nc3c(C)cccn3c(=O)c2/C=C(\C#N)S(=O)(=O)c2ccc(Cl)cc2)CC1 returned TAAR1 antag 13, M1 ag parental 1.9, V1R ag counter -0.2, CHO-K1 Ca PAM -19, CHO-K1 Ca antag 0, CHO parental Ca -17, OXTR ag 1.7, GPR7 antagonist -10 and OXTR potentiator -8.
`COc1ccc(-c2cc(C(F)(F)F)nc(SCCC(=O)N3CCN(C)CC3)n2)cc1` gave TAAR1 antag 5, M1 ag parental 0.5, CHO-K1 Ca PAM -4 and CHO-K1 Ca antag -4.
For Cc1ccc(C(=O)c2c3ccc([N+](=O)[O-])cc3[n+]([O-])n2CCC(N)=O)cc1 the results were TAAR1 antag -15, V1R ag counter -0.4, CHO parental Ca -7, OXTR ag 0.0, GPR7 antagonist 2 and OXTR potentiator -5.
`COc1ccc(OCC2NCCc3cc(OC)c(OC)cc32)cc1` (stereo not drawn) gave TAAR1 antag -10, M1 ag parental 0.7, V1R ag counter 0.5, CHO-K1 Ca PAM 25, CHO-K1 Ca antag -16, CHO parental Ca -7, OXTR ag 2.6, GPR7 antagonist -4 and OXTR potentiator -3.

The list itself, repeating the preview:
CC(N=C1NS(=O)(=O)c2ccccc21)C(=O)NCc1ccc2c(c1)OCO2 (stereo not drawn) was read as TAAR1 antag -8, M1 ag parental 0.5, V1R ag counter 1.4, CHO-K1 Ca PAM 17, CHO-K1 Ca antag -12, CHO parental Ca -6, OXTR ag 0.2, GPR7 antagonist -3 and OXTR potentiator -5.
Screening C#CCOCCOCCOCCNc1nc(N2CCN(C(=O)[C@H](CCCCN)n3cc(CCC(=O)O)nn3)CC2)nc(N2CCN(C(=O)[C@H](CCCCN)n3cc(CC(C)O)nn3)CC2)n1 (stereo partly drawn) returned TAAR1 antag -1, M1 ag parental 4.0, V1R ag counter 0.1, CHO-K1 Ca PAM -4, CHO-K1 Ca antag -9, CHO parental Ca -7, OXTR ag 1.5 and OXTR potentiator -3.
CCN(CC)CCCNC(=O)c1[nH]c(C)c(C(=O)NC2CCCCC2)c1C was read as TAAR1 antag 8, M1 ag parental -0.5, V1R ag counter -0.1, CHO-K1 Ca PAM -1, CHO-K1 Ca antag 16, CHO parental Ca -7, OXTR ag -0.6, GPR7 antagonist 1 and OXTR potentiator -9.
Screening CCN1CCN(c2nc3c(C)cccn3c(=O)c2/C=C(\C#N)S(=O)(=O)c2ccc(Cl)cc2)CC1 returned TAAR1 antag 13, M1 ag parental 1.9, V1R ag counter -0.2, CHO-K1 Ca PAM -19, CHO-K1 Ca antag 0, CHO parental Ca -17, OXTR ag 1.7, GPR7 antagonist -10 and OXTR potentiator -8.
`COc1ccc(-c2cc(C(F)(F)F)nc(SCCC(=O)N3CCN(C)CC3)n2)cc1` gave TAAR1 antag 5, M1 ag parental 0.5, CHO-K1 Ca PAM -4 and CHO-K1 Ca antag -4.
For Cc1ccc(C(=O)c2c3ccc([N+](=O)[O-])cc3[n+]([O-])n2CCC(N)=O)cc1 the results were TAAR1 antag -15, V1R ag counter -0.4, CHO parental Ca -7, OXTR ag 0.0, GPR7 antagonist 2 and OXTR potentiator -5.
`COc1ccc(OCC2NCCc3cc(OC)c(OC)cc32)cc1` (stereo not drawn) gave TAAR1 antag -10, M1 ag parental 0.7, V1R ag counter 0.5, CHO-K1 Ca PAM 25, CHO-K1 Ca antag -16, CHO parental Ca -7, OXTR ag 2.6, GPR7 antagonist -4 and OXTR potentiator -3.
For CCOC(=O)C/C(=N\Nc1ncnc2ccccc12)c1ccccc1 the results were TAAR1 antag 22, M1 ag parental 2.3, V1R ag counter 0.4, CHO-K1 Ca PAM -22, CHO-K1 Ca antag -2, CHO parental Ca -25, OXTR ag -0.1, GPR7 antagonist -3 and OXTR potentiator -9.
Screening CCc1nc2c(OCc3cc(Cl)cc(Cl)c3)cccn2c1N(C)C(=O)CC(C)C returned TAAR1 antag -16, M1 ag parental 0.3, CHO-K1 Ca PAM 7 and CHO-K1 Ca antag -8.
`O=C(O)CC(NC(=O)c1ccccc1NC(=O)c1ccccc1)C(=O)O` (stereo not drawn) gave TAAR1 antag -11, M1 ag parental 0.0, V1R ag counter 0.4, CHO-K1 Ca PAM 7, CHO-K1 Ca antag 0, CHO parental Ca -8, OXTR ag 0.3, GPR7 antagonist -9 and OXTR potentiator 3.
For CCN(CC)CCCNc1nc2cc(OC)c(OC)cc2c2nc(-c3cccnc3)nn12 the results were TAAR1 antag -2, M1 ag parental -0.1, V1R ag counter 0.7, CHO-K1 Ca PAM 3, CHO-K1 Ca antag 7, CHO parental Ca -6, OXTR ag -0.4, GPR7 antagonist -8 and OXTR potentiator -6.
For Nc1cc(C(=O)OCC(=O)N2CCN(C(=O)COC(=O)c3ccc(Cl)c(N)c3)CC2)ccc1Cl the results were TAAR1 antag -3, M1 ag parental 0.7, CHO-K1 Ca PAM -20 and CHO-K1 Ca antag -3.
CC(C)Oc1cccc(C(=O)NC(=S)Nc2cccc(NC(=O)c3ccccc3Cl)c2)c1 was read as TAAR1 antag 11, M1 ag parental 0.2, V1R ag counter 1.5, CHO-K1 Ca PAM 7, CHO-K1 Ca antag 9, CHO parental Ca -15, OXTR ag 0.0, GPR7 antagonist -12 and OXTR potentiator -5.
For COc1ccc(Cc2nnc(NC(=O)Nc3ccccc3)s2)cc1OC the results were TAAR1 antag 15, M1 ag parental 1.7, V1R ag counter 5.9, CHO-K1 Ca PAM -2, CHO-K1 Ca antag -6, CHO parental Ca -20, OXTR ag 1.4, GPR7 antagonist 12 and OXTR potentiator -16.
O=C(COC(=O)c1ccccc1Cl)NCc1ccco1 was read as TAAR1 antag -8, M1 ag parental -0.5, V1R ag counter 0.4, CHO-K1 Ca PAM -4, CHO-K1 Ca antag -4, CHO parental Ca -6, OXTR ag 1.7 and OXTR potentiator 0.
O=C(Cn1nnc2ccccc2c1=O)NCCc1ccccc1 was read as TAAR1 antag 20, M1 ag parental 0.1, V1R ag counter -1.4, CHO-K1 Ca PAM 12, CHO-K1 Ca antag -7, CHO parental Ca -6, OXTR ag -1.6, GPR7 antagonist -4 and OXTR potentiator -4.
COc1ccccc1C(=O)Nc1nnc(SCC(=O)Nc2ccc3c(c2)oc2ccccc23)s1 was read as TAAR1 antag -6, M1 ag parental -0.3, V1R ag counter 0.7, CHO-K1 Ca PAM -4, CHO-K1 Ca antag 2, CHO parental Ca -2, OXTR ag 1.4, GPR7 antagonist -8 and OXTR potentiator -4.
CCN1C(=O)[C@H]2[C@@H](c3ccc(C)cc3)N3C(=O)N(c4ccc(C)cc4)C(=O)[C@@]3(Cc3ccccc3)[C@H]2C1=O was read as TAAR1 antag 3, M1 ag parental 0.3, V1R ag counter 0.1, CHO-K1 Ca PAM 3, CHO-K1 Ca antag -18, CHO parental Ca -25, OXTR ag -0.7, GPR7 antagonist -6 and OXTR potentiator -6.
For CCN1CC2([N+](=O)[O-])CC=C(OC)C([N+](=O)[O-])(C1)C2 (stereo not drawn) the results were TAAR1 antag -17, M1 ag parental 0.2, V1R ag counter -0.3, CHO-K1 Ca PAM -9, CHO-K1 Ca antag 8, CHO parental Ca 1, OXTR ag -1.8, GPR7 antagonist -11 and OXTR potentiator -1.
For CCOc1ccc(NC(=O)CN2CC(c3ccccc3)CC2=O)cc1 (stereo not drawn) the results were TAAR1 antag 1, M1 ag parental 1.3, V1R ag counter 0.2, CHO-K1 Ca PAM 21, CHO-K1 Ca antag -10, CHO parental Ca -1, OXTR ag -1.3, GPR7 antagonist -13 and OXTR potentiator -4.

Random draw from the library. About 3.5% of those tested had a hit in this group.
